High-throughput results from PubChem BioAssay.
HEK293 NOD2/NF-kB: NOD2 signaling inhibitors, cell-based, luminescence, uHTS, HEK293 (AID 1566); 290,000 compounds, 0.63% hits; HEK293 NOD2/NF-kB luciferase reporter, luminescence; higher % means a stronger effect; one-dose inhibition, % at 4 µM; EC50 in µM for titrated hits; in the data active = inhibition above about 50%; also: many of its hits are not listed in these tables
Lipid droplet: inhibitors of hepatocyte lipid droplet formation, primary screen, imaging, high-throughput imaging, BODIPY stain; AML12 mouse hepatocytes, oleate lipid droplets; AID 1656, 2009; 240,000 compounds, 0.4% hits; inhibition, % at 6.5 µM;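 active = lipid droplet intensity inhibited by at least 50%, with more than 500 cells counted; inconclusive = wells with under 300 cells, treated as cytotoxic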
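Test system: AML12 mouse liver cells; schedule: overnight exposure; technique: high-content imaging of BODIPY-stained droplets and DAPI nuclei; read-out: % inhibition of corrected integrated BODIPY droplet signal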
b-catenin transl: modulators of beta-catenin nuclear translocation, primary screen, imaging, HeLa cells, immunofluorescence, high-content. nuclear translocation activity, % at 5 µM. 190,000 compounds, 0.3% hits. AID 1665, 2009;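 active = nuclear translocation activity above 50% at 5 µM, with a well cell count of 50 or more; inconclusive = wells under 50 cells across six images, flagged as toxic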;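 also: per-cell ratio of nuclear to cytoplasmic median beta-catenin stain intensity; plate controls were DMSO negative control for no effect and GSK-3 inhibitor IX positive control for full effect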
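Assay system: human HeLa cells, native beta-catenin; doses: 5 µM primary, 0.02–20 µM confirmation; incubation: compound treatment 24 h, 37°C, 5% CO2; technique: fluorescence imaging of beta-catenin antibody stain plus DAPI; measure: % activation, nuclear-to-cytoplasmic median beta-catenin signal ratio per cell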
MT stabilize HCS: microtubule stabilizers in HeLa cells, primary screen, imaging, high-content imaging | HeLa tubulin immunostaining HCS, 24 h; share of cells brighter than vehicle mean+2SD | % tubulin-high responders, % at 10 µM | 200,000 compounds, 0.83% hits | AID 2205, 2009;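 active = plate Z-score above 3 for both tubulin-high and condensed-nucleus cell shares, with cell loss under 80%, at 10 µM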;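 also: anti alpha tubulin signal scored within the nucleus-defined area of each cell; some results filed as inactive read as strong as hits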
Autophagy mod: autophagy modulators in MEF cells, primary screen, imaging, high-content, MEF GFP-LC3; MEF GFP-LC3 puncta imaging; test concentration mostly 10 µM; calls only at 10 µM (by protocol); 190,000 compounds, 0.98% hits; AID 463193, 2010;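 active = percentage of spot-positive cells more than 3 SD above its plate mean, without a fluorescence outlier flag or 80% toxicity; inconclusive = no clear call, values can overlap the other calls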;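 also: spot-positive cell cutoff set from DMSO-treated cells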
Yfh1-off respiration: enhancers of respiration in Yfh1-depleted yeast, dose response, Friedreich's ataxia, plus single-dose screen (AID 1465); S. cerevisiae Yfh1-off respiration, WST-1 reduction, 72 h; higher fold induction means a stronger effect; fold induction at 50 µM; hits with a dose series show EC50 in µM; 220,000 compounds, 0.074% hits;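 active = fold induction of absorbance versus untreated yeast above a set limit, then at least 30% activation at any dose in follow-up; inconclusive = repeats straddling the limit, or above it without dose testing; inactive = fold induction below the set limit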;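 also: activators that raise dye reduction in frataxin-depleted yeast; strong numbers were not always called active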
Insulin prom up: insulin promoter activators in MIN6 cells, imaging, high-content screening, mouse beta cells; z-score at 5 µM; MIN6 insulin promoter-GFP reporter; active compounds read high; 190,000 compounds, 0.3% hits;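 active = z-score above 3 at 5 µM with at least 500 cells counted in the well; inconclusive = wells under 500 cells, flagged as cytotoxic or low count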
Dynein transport: inhibitors of GR-EGFP nuclear translocation, primary screen, dynein cargo transport inhibitor project, imaging, high-content, 3617.4 mouse cells; z-score, hits read low; 220,000 compounds, 0.47% hits; test concentration mostly 20 µM; stimulated with dexamethasone, 1 µM; active compounds read low; AID 1381, 2008;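 active = plate z-score of nuclear minus cytoplasmic receptor signal below a set negative limit, without overly bright fluorescence or cell loss, cut at about -3.5 in these data, passing the limit was not always enough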;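 also: z-score of nuclear minus cytoplasmic ring GR-EGFP intensity difference per well; some compounds called inactive have numbers as strong as hits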
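medium = tetracycline-free induction medium containing charcoal-stripped FBS | also added = 1.0 µM final dexamethasone stimulus | schedule = 48 h induction, 1 h compound, 30 min dex at 37 °C | technique = fixed, Hoechst-stained cells imaged at 10x for EGFP | measure = GR-EGFP nuclear translocation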
WT yeast gro inh: growth inhibition of WT strain, primary screen, mitochondrial fusion inhibitor project, WT and mutant strains, chemical genetic; mitochondrial fusion phenotypic screen; inhibition, % at 10 µM; 190,000 compounds, 2.1% hits; AID 1362, 2008; in the data active = inhibition above about 58%; tested in S. cerevisiae
WT yeast gro inh mutant strain: further read-out of WT yeast gro inh, marked with its call; inhibition, %; mitochondrial fusion phenotypic screen, mutant strain inhibition
Dynein transport cytoplasmic EGFP: recorded beside Dynein transport, whose call it bears; z-score; measured here: cytoplasmic GR-EGFP intensity; active compounds read high
Dynein transport nuclear GR-EGFP: second read-out of Dynein transport, no call of its own (marks repeat the call); z-score; measured here: nuclear GR-EGFP intensity;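 lower value marks the stronger effect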
Dynein transport cell count: further read-out of Dynein transport, marked with its call; z-score; measured here: cell count per field
Insulin prom up cell count: further read-out of Insulin prom up, marked with its call; cell count; measured here: cytotoxicity, nuclei count;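 total cells summed across four imaged fields per well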
Lipid droplet cells 6.5 µM: recorded beside Lipid droplet, whose call it bears; cell count; measured here: cell count, cytotoxicity flag;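 cells counted across two imaged fields per well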
b-catenin transl cell count 5 µM: recorded beside b-catenin transl, whose call it bears; cell count; measured here: cell count, cytotoxicity flag
MT stabilize HCS Hoechst-high %: also measured in MT stabilize HCS; calls as there; % Hoechst-high responders; measured here: nuclear condensation Hoechst responders;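 share of cells brighter than vehicle mean plus two SD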
MT stabilize HCS cytotoxicity %: further read-out of MT stabilize HCS, marked with its call; toxicity, %; measured here: cytotoxicity by cell density;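 0% = mean cell density of plate MIN control wells and 100% = no cells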
Autophagy mod cell loss 18 h: also measured in Autophagy mod; calls as there; toxicity, %; measured here: cell loss, nuclei count;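 cell loss after 18 h compound exposure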
* hit, by the source's call; i = inactive; ? = inconclusive; nt = no result given; + = active, no number. This is a subset; the hit share may differ from the screen's.

SMILES | HEK293 NOD2/NF-kB | Lipid droplet | Lipid droplet cells 6.5 µM | b-catenin transl | b-catenin transl cell count 5 µM | MT stabilize HCS | MT stabilize HCS Hoechst-high % | MT stabilize HCS cytotoxicity % | Autophagy mod | Autophagy mod cell loss 18 h | Yfh1-off respiration | Insulin prom up | Insulin prom up cell count | Dynein transport | Dynein transport cytoplasmic EGFP | Dynein transport nuclear GR-EGFP | Dynein transport cell count | WT yeast gro inh | WT yeast gro inh mutant strain
O=[N+]([O-])c1ccc2c(c1)[nH]c(=S)n2-c1ccccc1 | 2% | -2 | 681 | -0.2 | 1149 | 2.1 | 1.5 | 3.8 | i | 8 | i | -0.32 | 1190 | -0.54 | -0.18 | -0.11 | 0.079 | 2 | -3
Cc1cc(NC(=O)CSc2nnc(C)c(=O)n2N)no1 | 20% | 24 | 703 | -0.7 | 1113 | 3.3 | 1.9 | 14 | i | -5 | i | 0.4 | 1368 | 0.055 | -0.34 | 0.21 | 0.47 | 1 | -1
CC(=O)c1nn(-c2cccc(Br)c2)cc1C(=O)c1ccc(C)cc1 | 4% | nt | nt | nt | nt | 2.2 | 1.5 | 9.6 | i | -5 | i | -0.72 | 995 | -0.66 | -0.21 | -0.18 | 0.69 | 2 | 14
CC(C)=CC(=O)Nc1nc2ccc([N+](=O)[O-])cc2s1 | -120% | nt | nt | 0.5 | 1505 | 4.1 | 2.4 | 6.4 | i | -15 | i | -0.49 | 1314 | 0.083 | -0.22 | 0.31 | 0.04 | 11 | 7
O=C(Nc1ccccc1)c1cccc(-c2nnc(-c3ccccc3)o2)c1 | 6% | 9 | 633 | -0.6 | 1031 | 4.2 | 2.8 | 2.8 | i | -6 | ? | 0.48 | 1682 | 0.26 | -0.19 | 0.16 | 0.63 | 3 | 28
COc1ccc(-c2csc(N3CCC(C(N)=O)(N4CCCCC4)CC3)n2)cc1 | 7% | 2 | 775 | -0.5 | 1054 | 3.8 | 2.7 | 8.8 | i | -5 | i | -0.62 | 1237 | -0.83 | -0.22 | -0.49 | 0.79 | 15 | 20
O=C(O)CCC1COc2ccccc2O1 (stereo not drawn) | 1% | 11 | 725 | nt | nt | 2.2 | 1.8 | 3.9 | i | -7 | i | -0.31 | 1149 | 0.77 | -0.25 | 0.39 | 0.26 | 0 | 7
O=C(CCl)Nc1cccc(-c2cnc3ccccc3n2)c1 | 44% | -20 | 555 | 1.9 | 929 | 10 | 1.5 | 51 | i | 52 | i | ? | nt | -1.4 | -0.16 | -0.8 | 1.1 | 8 | 21
COc1cccc(OC)c1C(=O)NC(=S)Nc1ccc2c(c1)Cc1ccccc1-2 | -22% | nt | nt | nt | nt | 3.7 | 2.6 | 7.5 | i | 0 | i | 0.5 | 894 | -0.067 | -0.16 | -0.025 | 0.46 | 2 | 21
O=C(CCCC1=NS(=O)(=O)c2ccccc2N1)N1CCN(c2ccc(Cl)cc2)CC1 | -4% | 27 | 736 | -1.6 | 555 | 5.4 | 2.0 | 9.1 | i | 5 | nt | 1.2 | 1466 | -0.013 | -0.3 | 0.7 | 0.46 | 1 | 4
Cn1c(SCc2ccccn2)nnc1-c1ccncc1 | 13% | nt | nt | -0.5 | 757 | 2.0 | 3.1 | 8.3 | i | 3 | i | 1.8 | 1697 | 0.078 | -0.2 | 0.35 | 0.5 | -9 | 4
COC(=O)[C@]12C(=O)C(C)=C(O)[C@@]1(C)C(C)=CC1[C@@]34CC[C@@H](OC(C)=O)C(C)(C)C3C(C[C@]12C)OC4=O (stereo partly drawn) | -6% | -18 | 692 | 2.9 | 1019 | nt | nt | nt | nt | nt | i | -0.23 | 821 | 0.056 | -0.12 | 0.57 | -0.19 | nt | nt
CS(=O)(=O)CCC(C(=O)OCc1ccc(Cl)cc1)N1C(=O)c2ccccc2C1=O (stereo not drawn) | 20% | 6 | 606 | -0.9 | 1160 | 2.3 | 2.2 | 7.7 | i | -14 | i | -0.21 | 1316 | 0.79 | -0.22 | 0.52 | -1 | 0 | -3
C=CCNC(=O)c1ccc(OC2CCN(S(=O)(=O)N(C)C)CC2)cc1 | -44% | 14 | 769 | -1.5 | 1011 | 3.1 | 2.0 | 9.5 | i | -2 | i | 1.8 | 1423 | -0.84 | -0.33 | -0.34 | 0.64 | -17 | -5
COC(=O)CN1C(=S)N(c2ccc(OC)cc2)C(=O)/C1=C/c1ccc(OC)cc1 | -10% | 1 | 682 | 0.3 | 1451 | 2.6 | 2.3 | 5.0 | i | -4 | i | 0.57 | 1086 | -1.4 | 0.61 | -0.89 | -2.6 | 7 | 5
COC(=O)c1ccccc1NC(=O)C1CCCC1 | 2% | 10 | 793 | -2.1 | 1215 | 3.7 | 2.0 | 3.6 | i | -4 | i | 1.8 | 1081 | 0.35 | -0.24 | 0.17 | 0.2 | 16 | 11
CC(C)(C)C(=O)c1sc2nc(-c3cccs3)cc(C(F)(F)F)c2c1N | -1% | nt | nt | -4.6 | 783 | 12 | 6.9 | 6.3 | + | -55* | i | nt | nt | -3.9 | 52 | 4.7 | -0.23 | 6 | 13
CC1Cc2ccccc2N1C(=O)CSc1nnnn1C1CCCC1 (stereo not drawn) | 5% | nt | nt | 1.0 | 1364 | 3.7 | 2.2 | 6.3 | i | -5 | nt | 0.56 | 1412 | 1.2 | -0.24 | -0.6 | 0.33 | -2 | -11
N=C1C(c2nc3ccccc3[nH]2)=C(O)CN1NC(=O)COc1cccc(F)c1 | 15% | 0 | 709 | -6.1 | 586 | 2.1 | 2.4 | 9.1 | i | -56 | i | 0.17 | 1367 | -0.57 | -0.2 | 0.28 | 0.35 | 1 | -7
CC(=O)NS(=O)(=O)c1cccnc1Nc1cccc(Cl)c1 | 10% | -2 | 734 | -1.7 | 1067 | 1.0 | 1.0 | 4.0 | i | 0 | i | 0.02 | 848 | -0.42 | 0.0046 | -0.11 | 1.2 | -5 | -5
Cc1cc(Oc2ccccc2)nc(SCC(N)=O)n1 | 16% | 7 | 747 | nt | nt | 2.0 | 1.4 | 6.5 | i | -2 | i | 0.82 | 1244 | -0.3 | -0.23 | 0.14 | 0.42 | 3 | 6
COC(=O)c1ccc(CN(Cc2ccc(C(=O)OC)o2)C(C)(C)C)o1 | 8% | nt | nt | 1.0 | 1239 | 3.5 | 2.5 | 20 | i | 24 | nt | -0.12 | 1552 | 0.89 | -0.14 | 0.17 | -0.46 | 1 | -12
COc1cccc(Nc2nc(-c3ccc(O)cc3)cs2)c1 | -32% | nt | nt | -1.2 | 1421 | 3.7 | 1.7 | 0.3 | i | -4 | i | -0.66 | 1359 | -0.68 | 0.2 | -0.1 | 0.43 | 8 | 8
CC(C)Cc1nnc(NC(=O)Cc2cccs2)s1 | -18% | -1 | 734 | -2.0 | 998 | 1.3 | 1.7 | 2.4 | i | 0 | i | 0.05 | 1551 | 1.4 | -0.07 | 1.6 | -1.3 | 20 | 20
CC(C)CNS(=O)(=O)c1ccc(CCC(=O)NC2CCCC2)cc1 | 5% | -1 | 740 | -0.9 | 1516 | 2.5 | 2.8 | 8.8 | i | 2 | i | 0.16 | 1490 | -0.75 | -0.24 | 0.0078 | 0.15 | 6 | 7
O=S(=O)(Oc1ccccc1/C=N/n1cnnc1)c1ccccc1 | -2% | 10 | 715 | -0.4 | 1475 | 3.2 | 2.0 | 5.4 | i | 6 | i | 0.73 | 1460 | -0.071 | -0.097 | 0.26 | 0.35 | -14 | 12
CC1C(=O)CCCCCCCCCC2C1(N1CCOCC1)CS2(=O)=O (stereo not drawn) | 1% | -9 | 696 | 2.1 | 1251 | 3.3 | 2.8 | 9.3 | i | -1 | i | -0.06 | 1147 | -0.51 | -0.18 | -0.18 | -0.18 | 0 | 6
CC(=O)c1nnn(-c2nc(N3CCCC3)nc(N(c3ccccc3)c3ccccc3)n2)c1C | -14% | -7 | 689 | nt | nt | 2.8 | 1.8 | 4.4 | i | -5 | i | -0.84 | 1284 | -0.51 | -0.18 | -0.37 | -0.42 | -13 | -8
Cc1cccc(NC(=O)C(c2cccc([N+](=O)[O-])c2)N2CCCCC2)c1 (stereo not drawn) | -19% | nt | nt | 0.3 | 1320 | 2.6 | 1.8 | 9.4 | i | 14 | i | 0.09 | 1389 | 1.6 | -0.18 | 1.1 | -0.72 | 10 | 4
O=C(NCc1ccccc1)C1CCCN(S(=O)(=O)c2cccc3nonc23)C1 (stereo not drawn) | 15% | -1 | 745 | -2.6 | 598 | 2.1 | 3.1 | 10 | i | 14 | i | 0.3 | 1342 | 2.3 | -0.054 | 2.7 | -1.8 | -8 | -22
CC(C)c1ccc(/C=C2\NC(=S)N(Cc3cccnc3)C2=O)cc1 | 14% | 6 | 692 | -2.4 | 1218 | 3.2 | 1.7 | 0.0 | i | 9 | i | -1.4 | 1277 | -0.62 | -0.14 | -0.21 | 0.72 | 2 | 3
